Compound activity as filed in PubChem.
RXFP1 antag = antagonists of human relaxin receptor RXFP1. Q9HBX9. AID 1259400. HEK293-RXFP1, relaxin-stimulated cAMP HTRF, 30 min; hits give low values. activity change, negative = inhibition, % at 57.5 µM. hit rate 0.59% among 350,000;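 active = activity change of -60% or lower, but not beyond a set lower limit; inconclusive = change between -60% and -40%, or beyond the set limit; inactive = change above -40%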; also: % is scaled to controls: 0 for no effect and ±100 for the full control effect
RXFP1 agonist = activates the human relaxin receptor RXFP1. Q9HBX9. HEK293T-RXFP1 cAMP TR-FRET, 30 min; response scale: percent of porcine relaxin response, buffer zero. Potency, µM (titrated, usually from 57.5 µM), for inactives: at the top dose activation, most hits filed as activators. hit rate 0.3% among 370,000; active = well fitted activation curve with a large enough effect; inconclusive = small, poorly fitted or top-dose-only effect; also: potency is read from the fitted curve at half-maximal effect; % is scaled to controls: 0 for no effect and ±100 for the full control effect; nearly all actives have a fitted effect of over 60% in size; many of its hits are not listed in these tables
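cAMP rise read by TR-FRET after 30 min, 37C compound exposure (up to 58 uM) in RXFP1-transfected HEK293 cells with Ro 20174 present. EC50 from Hill-equation fits, with 29 nM porcine relaxin as 100% and buffer as basal.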
D1 antagonist = human D1 dopamine receptor antagonism; P21728; HEK293 TREx D1 cells, calcium flux, dopamine EC80; hits give low values; activity change, negative = inhibition, % at 10 µM; hit rate 3.2% among 360,000; AID 504652; in the data active = activity change below about -30%; also: % is scaled to controls: 0 for no effect and ±100 for the full control effect
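After overnight tetracycline induction at 30 C, force-coupled D1 HEK293 cells took up a no-wash calcium dye at room temperature. Compounds were added and monitored 180 s, and the response to EC80 dopamine was then recorded.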
D1 potentiator = human D1 dopamine receptor positive modulation; hit rate 0.036% among 360,000; potentiation, % at 10 µM; HEK293 TREx D1 cells, calcium flux, dopamine EC20 potentiation; in the data active = potentiation above about 30%; also: 0% is about no effect
D2 PAM = positively modulates the human D2 dopamine receptor allosterically. hit rate 0.34% among 340,000. potentiation, % at 10 µM. AID 485347. HEK293 T-REx D2, calcium flux, EC20 dopamine potentiation. P14416;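 active = potentiation over 3 SD above the plate norm, cut at about 30% in these data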; also: 0% is about no effect
Target sequence (P14416 whole entry, looked up): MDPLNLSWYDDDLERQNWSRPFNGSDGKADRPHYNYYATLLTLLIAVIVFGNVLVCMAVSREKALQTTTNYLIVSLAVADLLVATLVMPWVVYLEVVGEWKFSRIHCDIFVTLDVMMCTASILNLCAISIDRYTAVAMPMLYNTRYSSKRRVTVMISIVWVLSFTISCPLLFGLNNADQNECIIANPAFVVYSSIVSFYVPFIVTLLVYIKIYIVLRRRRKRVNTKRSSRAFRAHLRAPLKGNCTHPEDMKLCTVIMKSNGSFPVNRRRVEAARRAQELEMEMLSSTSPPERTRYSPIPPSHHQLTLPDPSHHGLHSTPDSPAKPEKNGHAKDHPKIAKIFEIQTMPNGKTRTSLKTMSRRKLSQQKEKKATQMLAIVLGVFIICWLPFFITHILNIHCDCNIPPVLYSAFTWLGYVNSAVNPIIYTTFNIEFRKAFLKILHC
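Cells plated with tetracycline inducer and held overnight at 30 C; calcium dye loaded 30–90 min at room temperature; baseline taken, compound added and read 180 s; EC20 dopamine then added and read 180 s.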
D1 ag = human D1 receptor agonism | HEK293 T-REx D1 cells, calcium flux, agonist mode | hit rate 1% among 360,000 | activation, % at 2 µM | P21728; in the data active = activation above about 30%; also: 0% is about no effect
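Agonism was scored from calcium flux recorded over 180 s (1 read/s) after pintool compound addition, following a 10-cycle baseline. Cells were inducible force-coupled HEK293 TREx D1, plated overnight at 30 C and loaded with no-wash calcium dye.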
TRHR enhancer = allosteric enhancers of human TRH receptor; P34981; TRHR cells, fluo-8 calcium fluorescence, EC20 TRH enhancement; enhancement, % at 2 µM; hit rate 0.66% among 360,000; in the data active = enhancement above about 30%; also: 0% is about no effect
Target sequence (P34981 whole entry, looked up): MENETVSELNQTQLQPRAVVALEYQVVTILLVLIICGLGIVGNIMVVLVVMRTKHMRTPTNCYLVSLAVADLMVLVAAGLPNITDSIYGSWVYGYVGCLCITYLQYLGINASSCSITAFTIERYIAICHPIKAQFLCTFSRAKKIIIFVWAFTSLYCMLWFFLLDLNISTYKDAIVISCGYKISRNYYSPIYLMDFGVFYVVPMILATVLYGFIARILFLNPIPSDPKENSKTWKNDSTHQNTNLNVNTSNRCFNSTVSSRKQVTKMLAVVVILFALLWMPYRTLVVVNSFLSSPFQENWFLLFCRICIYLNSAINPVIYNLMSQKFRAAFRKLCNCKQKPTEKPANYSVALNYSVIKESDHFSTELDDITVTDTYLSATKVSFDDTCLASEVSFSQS
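TRHR-expressing cells loaded with fluo-8 calcium dye were read kinetically (ex 480/em 530) during compound addition, then stimulated with an EC20 of TRH (10 nM final). Enhancement of the Gq-mediated intracellular calcium response was scored.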
D2 antagonist = D2 dopamine receptor (human) antagonism; P14416; HEK293 TREx D2 cells, calcium flux, dopamine EC80; inhibition, % at 10 µM; hit rate 2% among 340,000; in the data active = inhibition above about 30%; also: 0% is about no effect
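Inhibition of EC80 dopamine-driven calcium flux, recorded kinetically, defines activity here; cells are a tetracycline-induced HEK293 T-REx line expressing force-coupled D2.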
D2 agonist = D2 dopamine receptor (human) agonism | hit rate 0.53% among 340,000 | AID 485358 | activation, % at 2 µM | HEK293 T-REx D2 cells, calcium flux agonist mode;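 active = activation over 3 SD above normal in the single-dose calcium agonist read, cut at about 30% in these data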; also: 0% is about no effect
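Agonism scored from kinetic calcium signal (1 read/sec, 180 s) following compound pin transfer, after a 10 s baseline. Cells: HEK293 Trex line expressing inducible D2 receptor coupled to calcium, dye-loaded after overnight culture at 30 C.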
* hit, by the source's call; ? = inconclusive; . = not tested or not shown.

SMILES | RXFP1 antag | RXFP1 agonist | D1 antagonist | D1 potentiator | D2 PAM | D1 ag | TRHR enhancer | D2 antagonist | D2 agonist
COC(=O)C(=O)N1CC2(C)CNCC(C)(C1)C2=O | -8 | 0.0% | -16 | -2 | -2 | 1 | 8 | -1 | 0.5
CCN1c2nc3c(C)cccn3c(=O)c2CC2(C(=O)N(C)C(=O)N(C)C2=O)C1C (stereo unspecified) | -5 | 1.5% | 5 | 7 | 14 | -4 | -4 | 0 | 1.0
OC1/C(=C/c2ccc(Cl)cc2Cl)N2CCC1CC2 (stereo unspecified) | -2 | 1.3% | 6 | 5 | 19 | 0 | -12 | -15 | -0.5
CCOP(=O)(OCC)C(NC(=O)C(Cl)Cl)C(Cl)(Cl)Cl (stereo unspecified) | -1 | 2.1% | 12 | -6 | -5 | 2 | -2 | 5 | 0.3
Oc1ccc2c3c1O[C@H]1c4oc5ccccc5c4C[C@@]4(O)[C@@H](C2)N(CC2CC2)CC[C@]314 | . | -3.0% | 3 | -3 | 4 | 9 | -2 | -19 | -1.6
Cc1cc(C=C(C#N)C#N)ccc1N1CCCC1 | ? | 1.5% | -6 | -5 | 2 | 51* | 1 | 8 | 7.5
CCCCCn1c(N)c(C(=O)NCc2cccs2)c2nc3ccccc3nc21 | -2 | 2.1% | -3 | 1 | 6 | 0 | 10 | -7 | 0.5
Cc1ccc(CN2CCCC(C(=O)c3cccc(C(F)(F)F)c3)C2)o1 (stereo unspecified) | -39 | -0.3% | 2 | -2 | -24 | 0 | 11 | -14 | -0.3
NC(=O)CN1CC(c2ccccc2)CC1=O (stereo unspecified) | -7 | -0.4% | -12 | 0 | 16 | 3 | 20 | -27 | 0.6
CCOC(=O)C1=C(N)OC(C)=C(C(=O)OCCOC)C12C(=O)Nc1ccccc12 (stereo unspecified) | -4 | -0.3% | 3 | -4 | -5 | 1 | 11 | -24 | -0.6
COc1ccc2nc(NC(=O)CCc3nc(C4=CCN(C)CC4)no3)sc2c1 | . | -1.0% | -6 | -7 | -12 | -1 | -2 | -19 | 0.4
O=C1/C(=C\c2ccc(Cl)c(Cl)c2)N2CCC1CC2 | -7 | 0.6% | 9 | 0 | 3 | 6 | -3 | -3 | -2.2
COC(=O)C1=C(c2ccc(-c3ccccc3)c(F)c2)C[C@@H]2CC[C@H]1N2C(=O)NCCOc1ccccc1 | . | 1.3% | -6 | 5 | . | 6 | 6 | . | .
O=C(C1c2ccccc2C(=O)N2CCc3ccccc3C12)N1CCC2(CC1)OCCO2 (stereo unspecified) | 11 | -1.3% | 4 | 9 | -7 | 3 | 2 | 2 | 1.0
CN(C)C(Cc1ccccc1)C(=O)c1c[nH]c2ccccc12 (stereo unspecified) | -5 | -2.8% | 3 | 1 | -10 | 6 | 3 | 6 | 1.8
CCc1ccccc1NC(=O)CN1CCN(C(=O)COc2ccccc2C#N)CC1 | 9 | 1.8% | -13 | -9 | 4 | 4 | 4 | -10 | 0.4
C=CCNC(=S)Nc1ccc(OC(=O)Nc2ccc(Cl)c(Cl)c2)cc1 | -2 | -2.7% | -20 | -8 | . | 9 | 1 | . | .
CN1C(=O)N(C)C(=O)C2(Cc3c(ccc4ccccc34)N(C)C2)C1=O | -10 | -4.1% | -15 | -3 | -7 | 0 | 6 | -2 | 1.4
NCCc1c[nH]c2ccc(C(N)=O)cc12 | . | 0.4% | 35 | -6 | -8 | 2 | -3 | 11 | 3.2
COC(=O)C(NC(=S)N1CC2C[C@@H](C1)Cn1c2cccc1=O)C(C)C (stereo partly specified) | 3 | -3.6% | 3 | 1 | 10 | 4 | 24 | 1 | 0.2
COc1ccc(/C=C/C(=O)NC(=S)N2C[C@H]3C[C@H](C2)c2cccc(=O)n2C3)cc1 | . | -0.2% | -2 | -4 | 6 | -1 | -5 | 21 | -0.2
O=P(O)(Oc1ccccc1)OC(c1ccccc1)C(F)(F)C(F)(F)F (stereo unspecified) | 6 | 0.5% | 13 | -2 | 3 | 2 | -5 | -5 | 0.4
CNC(=O)Oc1ccc(-c2cn3cc(Cl)ccc3n2)cc1 | -11 | 3.7% | -27 | -2 | 0 | 0 | -2 | -6 | -0.6
O=c1c2ccccc2nc(/C=C/c2cccc3ccccc23)n1-c1ccc(Cl)cc1 | -17 | 1.9% | 1 | -3 | 15 | 1 | -3 | . | .

Ordered by heavy-atom count (lowest first): 3 of the compounds above
SMILES | RXFP1 antag | RXFP1 agonist | D1 antagonist | D1 potentiator | D2 PAM | D1 ag | TRHR enhancer | D2 antagonist | D2 agonist
NCCc1c[nH]c2ccc(C(N)=O)cc12 | . | 0.4% | 35 | -6 | -8 | 2 | -3 | 11 | 3.2
O=c1c2ccccc2nc(/C=C/c2cccc3ccccc23)n1-c1ccc(Cl)cc1 | -17 | 1.9% | 1 | -3 | 15 | 1 | -3 | . | .
O=C(C1c2ccccc2C(=O)N2CCc3ccccc3C12)N1CCC2(CC1)OCCO2 (stereo unspecified) | 11 | -1.3% | 4 | 9 | -7 | 3 | 2 | 2 | 1.0

Following part
SMILES | RXFP1 antag | RXFP1 agonist | D1 antagonist | D1 potentiator | D2 PAM | D1 ag | TRHR enhancer | D2 antagonist | D2 agonist
Cc1cc(C)cc(NC(=O)CCNC(=O)N2C[C@H]3C[C@@H](C2)c2cccc(=O)n2C3)c1 | . | 2.1% | 7 | 3 | 24 | 1 | 25 | -11 | -0.1
COC(=O)C1=C(c2ccc(F)cc2OCc2ccccc2)C[C@@H]2CC[C@H]1N2C(=O)NCCNC(C)=O | . | 0.4% | . | -1 | 8 | 1 | -3 | 1 | 0.6
COc1ccccc1N1CCN(Cc2c(F)cccc2F)CC1 | 0 | -0.6% | 14 | -4 | -19 | 0 | 7 | 12 | 0.1
Cc1ccc(-n2c(O)c(C=NCCCn3ccnc3)c(=O)[nH]c2=O)cc1 | 2 | -0.4% | -3 | -2 | -12 | 1 | 0 | 11 | 0.3
CN(C)CP(=O)(O)CN(C)C=O | 7 | 2.2% | 4 | 2 | 0 | 3 | 5 | 2 | 1.3
COC(=O)C1=C(c2ccc(-c3ccccc3)c(F)c2)C[C@@H]2CC[C@H]1N2C(=O)NC1Cc2ccccc2C1 | . | -0.4% | 8 | -5 | -11 | 5 | -9 | 38* | 0.7
CCn1c(C(=O)N2CCC(C(=O)N3CCC4(CC3)OCCO4)CC2)cc2sccc21 | 1 | 1.4% | -9 | -8 | -7 | 2 | 2 | -17 | 0.6
CC(C)NC(=O)c1ccc(N2CC3CC(C2)c2cccc(=O)n2C3)c([N+](=O)[O-])c1 (stereo unspecified) | -21 | 0.2% | -11 | -3 | . | 2 | 1 | 5 | 0.1
N=C1c2ccccc2CN1CC(=O)c1ccccc1 | -3 | -0.1% | -22 | -6 | 7 | 0 | 2 | 0 | -0.1
CN1CCC(O)(c2ccc(Cl)cc2)C(C(=O)c2ccc(Cl)cc2)C1 (stereo unspecified) | 0 | -0.1% | 4 | 5 | -4 | 3 | 2 | 18 | 2.0
CCN1CCN(c2ncnc3ccc(Br)cc23)CC1 | 0 | 5.6% | -5 | -3 | 20 | 4 | -1 | 1 | -2.4
C=CCn1c(O)c(C=NCCCOc2ccc(CC)cc2)c(=O)[nH]c1=S | 0 | 1.3% | 9 | 11 | 13 | 5 | 1 | 16 | 0.7
c1ccc(C2OCCN3CCCCC23)cc1 (stereo unspecified) | -1 | -2.2% | -1 | -3 | -5 | 5 | 21 | 4 | 5.2
COc1ccc(N=Cc2c(O)n(Cc3ccccc3)c(=S)[nH]c2=O)c(OC)c1 | -2 | 0.5% | -3 | 5 | 14 | 5 | 4 | -9 | 0.8
CN(C)C(=O)OCc1n(C)cc[n+]1C | 3 | 0.2% | 12 | -5 | -5 | 4 | -7 | 19 | 1.4
COc1cc(/C=C2\C(=O)NC(=O)N(CCc3ccc(F)cc3)C2=O)ccc1O | -7 | 4.9% | 5 | 0 | -1 | 2 | 0 | 2 | -0.2
Cc1ccc(C(=O)NC2CC3CCC(C2)N3)cc1 (stereo unspecified) | 5 | -1.6% | -13 | -11 | -11 | 2 | 0 | 18 | 0.1
C=CCN=C(SCC(=O)c1ccc(Cl)cc1)c1c(O)n(C)c(=O)n(C)c1=O | 5 | 0.1% | -8 | -4 | -5 | 3 | 4 | 5 | -0.7
CN(C)c1ccc(C(=O)N/N=C/C23CC[C@@H](O)CC2(O)CC[C@@H]2[C@@H]3CCC3(C)C(C4=CC(=O)OC4)CCC23O)cc1 (stereo partly specified) | -16 | 1.3% | 3 | 3 | -19 | 3 | 0 | -5 | 0.3
CC(=NCCO)c1c(O)n(C2CCCCC2)c(=O)[nH]c1=O | -16 | -0.1% | -4 | 2 | -9 | 1 | -7 | 11 | 0.5
C=CCn1c(O)c(C(CC)=NCCc2ccccc2)c(=O)[nH]c1=O | -3 | 1.7% | 3 | -18 | -8 | 2 | -2 | -4 | 6.7
CC(=NCCCO)c1c(O)n(Cc2ccccc2)c(=O)[nH]c1=O | 4 | 0.1% | -10 | -4 | -11 | 1 | -2 | -3 | 0.1
Cc1ccc(N2C(=O)NC(=O)/C(=C\c3cccn3C(C)(C)C)C2=O)cc1 | -12 | -0.5% | -1 | -2 | 12 | 0 | 4 | 17 | -0.4
O=C(NC1(C(F)(F)F)Oc2ccc(Cl)cc2O1)N1CCC2(CC1)OCCO2 (stereo unspecified) | 8 | -1.2% | -5 | -4 | 1 | 4 | 2 | -13 | -0.7
CCOC(=O)C1(c2ccccc2)CCN(CC(=O)Nc2cccc3ccccc23)CC1 | -13 | 1.8% | 2 | 3 | 7 | 3 | -7 | -4 | -0.4
Cc1ccc(CN2C3CCCC2CC(NC(=S)NCc2ccccc2)C3)cc1 (stereo unspecified) | -15 | -4.3% | -75* | 2 | -30 | 34* | -6 | 104* | 1.0
COc1ccc(-c2nc(CS(=O)CC(=O)N3CCC4(CC3)OCCO4)c(C)o2)cc1 (stereo unspecified) | 0 | -1.6% | -3 | 0 | -3 | -1 | -4 | -6 | -0.3
CCOP(=O)(OCC)C(NC(=O)c1cccc2ccccc12)C(Cl)(Cl)Cl (stereo unspecified) | -7 | -1.2% | -2 | -2 | 8 | 1 | 1 | 5 | -1.2
COc1ccc(-c2nn(CCC#N)cc2C(=O)O)cc1 | 10 | 5.1% | 6 | -1 | 1 | 2 | -2 | -10 | 3.2
O=C(Nc1cccc2ccccc12)c1nn(C23CC4CC(CC(C4)C2)C3)cc1Br | -32 | 0.7% | 0 | 27 | 14 | 12 | 19 | -11 | 0.2

Not all compounds are listed; the hit share may differ from the screen's.
